uPA generation = cell surface uPA generation inhibition; Potency, µM (top dose mostly 38.3 µM), for inactives: top-dose activity change, negative = inhibition, usual class: inhibitors; actives 0.31% (n = 330,000); cell surface uPA generation assay, qHTS; AID 540303; active = well fitted inhibition curve with a large enough effect; inconclusive = small, poorly fitted or top-dose-only effect; inactive = no such curve, though single readings can be large or run the other way; tested in mouse RAW 264.7 cells; also: potency is read from the fitted curve at half-maximal effect; % is scaled to controls: 0 for no effect and ±100 for the full control effect; nearly all actives have a fitted effect of over 55% in size
Chronic BCR inh = chronic active BCR signaling inhibition. ABC-DLBCL IkBa-CBG/CBR reporter, luminescence ratio, 4 h. Potency, µM (titrated, usually from 46.1 µM), for the others: top-dose ratio change, negative = lower green/red ratio, actives largely listed as inhibitors. actives 0.05% (n = 340,000). AID 493014; active = well fitted inhibition curve with a large enough effect in the signal ratio, with a control signal flat, not every such curve was filed as active; inconclusive = small, poorly fitted or top-dose-only effect, or effect the other way, or a change in a side signal; the % refers to the signal ratio;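 also: potency is read from the fitted curve at half-maximal effect; plate controls were basal doxycycline-induced cells for no effect and cells given 10 µM MG132 for full effect; MG132 reads +100%, hits lower the ratio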
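TMD8 human ABC-DLBCL cells with doxycycline-inducible IκBα–green luciferase fusion and unfused red luciferase, in 0.5% FBS medium; compounds up to 46 uM, 4 h at 37C. Green/red luminescence ratio, filter-overlap corrected, fitted to concentration-response curves.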
TSG101-PTAP inh = blocks PTAP/TSG101 interaction to inhibit HIV-1 budding; Q99816; Fluorescence polarization, FITC-PTAP peptide / Tsg101 binding; Potency, µM (highest dose often 115 µM), for inactives: at the top dose activity change, negative = inhibition, most hits filed as inhibitors; 340,000 tested, under 10 active; AID 493005; active = well fitted inhibition curve with a large enough effect in the main read-out, with a control signal flat, not every such curve was filed as active; inconclusive = small, poorly fitted or top-dose-only effect, or effect the other way, or a change in a side signal; inactive = no such curve, though single readings can be large or run the other way; also: potency is read from the fitted curve at half-maximal effect; % of control where 0% means no effect
Target sequence (Q99816 whole entry, looked up): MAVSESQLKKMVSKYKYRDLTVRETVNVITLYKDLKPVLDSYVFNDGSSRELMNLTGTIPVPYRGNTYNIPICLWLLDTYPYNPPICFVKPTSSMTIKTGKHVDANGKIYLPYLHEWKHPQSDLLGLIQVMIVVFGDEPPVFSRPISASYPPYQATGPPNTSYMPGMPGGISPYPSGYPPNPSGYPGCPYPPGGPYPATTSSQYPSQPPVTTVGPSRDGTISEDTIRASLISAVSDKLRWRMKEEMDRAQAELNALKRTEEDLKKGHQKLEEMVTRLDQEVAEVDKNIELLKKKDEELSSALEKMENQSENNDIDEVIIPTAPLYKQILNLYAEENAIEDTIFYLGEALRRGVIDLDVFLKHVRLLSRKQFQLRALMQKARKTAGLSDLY
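Fluorescence anisotropy tracks displacement of a FITC-tagged PTAP peptide (50 nM) from the Tsg101 binding domain (10 uM), following a 20 min room-temperature incubation at pH 7.5.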
TSHR antag = human thyrotropin receptor antagonism. actives 0.2% (n = 330,000). P16473. TSHR-expressing cells, TSH-stimulated cAMP HTRF, 2 h; active compounds read low. activity change, negative = inhibition, % at 11.5 µM;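 active = activity change below a set negative limit, meaning inhibition stronger than a set level, cut at about -70% in these data; inconclusive = activity change between two set negative limits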; also: % is scaled to controls: 0 for no effect and ±100 for the full control effect
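TSHR-expressing cells, 200/well, pre-treated with compound, then stimulated with EC80 TSH (4nM final) for 2 hours at 37 deg C. cAMP measured by competitive HTRF: anti-cAMP cryptate antibody in lysis buffer plus cAMP-d2, read after 30 minutes at room temperature.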
Mito fusion yeast = mitochondrial division inhibition or fusion activation; S. cerevisiae fusion-defective mutant growth rescue, CellTiterGlo 48 h; Potency, µM (doses to about 46.1 µM), inactives show top-dose growth rescue (activation), actives largely listed as activators; actives 0.23% (n = 320,000); AID 485298;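 also: potency is read from the fitted curve at half-maximal effect; % of control where 0% means no effect; nearly all actives have a fitted effect of over 45% in size; temperature-sensitive fusion mutants such as fzo1-1 at 37 °C on non-fermentable ethanol glycerol medium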
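Read-out: ATP-based luminescence (CellTiterGlo, 10 min ambient) reporting growth of fusion-defective ts yeast after 48 hours at 37C on glycerol/ethanol YPEG medium in the presence of compound.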
Eya2 phos inh = blocks the phosphatase activity of human Eya2 | O00167 | recombinant Eya2, OMFP fluorescence dephosphorylation (OMFP is methylfluorescein phosphate) | Potency, µM (titrated, usually from 76.9 µM), for inactives: top-dose activity, negative = inhibition, hits mostly inhibitors | actives 0.006% (n = 330,000) | AID 488837; also: potency is read from the fitted curve at half-maximal effect; % is scaled to controls: 0 for no effect and ±100 for the full control effect
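Eya2 protein (added as 0.2 uM solution) was preincubated with compound for 10 min at ambient temperature in 50 mM HEPES pH 7.5, 50 mM NaCl, 5 uM MgCl2, 0.05% BSA, 1 mM DTT. OMFP (added at 50 uM) then reacted 10 min; fluorescence read at 485/525 nm.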
TCR activator = T cell receptor activation. AID 504894. 330,000 tested, under 10 active. primary human leukocytes, anti-CD3, IL-2 HTRF, 48 h. Potency, µM (top dose mostly 9.22 µM), for the others: at the top dose activation of IL-2 secretion, actives largely listed as activators; also: % of control where 0% means no effect
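Primary human leukocytes were stimulated with a-CD3 beads plus compounds for 48 hr without co-stimulation; secreted IL-2 was quantified by HTRF using a-IL-2-K (europium cryptate) and a-IL-2-d2, excited at 320nm with acceptor emission read at 665nm.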
Tb PFK block = inhibitors of T. brucei phosphofructokinase; O15648; T. brucei PFK, ADP-Glo luminescence; Potency, µM (titrated, usually from 57.5 µM), for the others: at the highest dose activity, negative = inhibition, actives largely listed as inhibitors; actives 0.17% (n = 330,000); AID 485367;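 also: potency is read from the fitted curve at half-maximal effect; 0% = uninhibited 1x PFK enzyme wells and -100% = no-enzyme wells; nearly all actives have a fitted effect of over 60% in size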
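1.25 nM PFK with 0.5 mM F6P and 0.1 mM ATP in 0.1 M TEA pH 8.0, 5 mM MgCl2, incubated 45 min at room temperature; ADP measured by ADP-Glo luminescence; compounds titrated up to 57 uM.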
ELG1 DNA repair = blocks ELG1-dependent DNA repair in HEK293T cells. HEK293T ELG1-luciferase reporter, luminescence, 16 h; DNA damage induced by 5-fluorouridine. actives 2.3% (n = 330,000). Potency, µM (top dose mostly 46.1 µM), without a hit: at the top dose activity change, negative = inhibition, actives largely listed as inhibitors; also: potency is read from the fitted curve at half-maximal effect; % is scaled to controls: 0 for no effect and ±100 for the full control effect; nearly all actives have a fitted effect of over 55% in size
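5-Fluorouridine DNA damage + compound/DMSO, 2,000 cells/well, 16 h, 37 °C/5% CO2. ONE-Glo, 30 min RT, luminescence. Readout = decrease in reporter signal.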
B2AR arrestin = agonists driving beta-arrestin recruitment to human beta2-adrenergic receptor. beta-arrestin recruitment to beta2AR, cell-based reporter. Potency, µM (highest dose often 46.1 µM), for the others: at the highest dose activation, usual class: activators. actives 0.02% (n = 330,000);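 also: potency is read from the fitted curve at half-maximal effect; 0% = DMSO controls and full agonism = EC100 isoproterenol or metaproterenol; nearly all actives have a fitted effect of over 65% in size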
Target sequence (P07550 whole entry, looked up): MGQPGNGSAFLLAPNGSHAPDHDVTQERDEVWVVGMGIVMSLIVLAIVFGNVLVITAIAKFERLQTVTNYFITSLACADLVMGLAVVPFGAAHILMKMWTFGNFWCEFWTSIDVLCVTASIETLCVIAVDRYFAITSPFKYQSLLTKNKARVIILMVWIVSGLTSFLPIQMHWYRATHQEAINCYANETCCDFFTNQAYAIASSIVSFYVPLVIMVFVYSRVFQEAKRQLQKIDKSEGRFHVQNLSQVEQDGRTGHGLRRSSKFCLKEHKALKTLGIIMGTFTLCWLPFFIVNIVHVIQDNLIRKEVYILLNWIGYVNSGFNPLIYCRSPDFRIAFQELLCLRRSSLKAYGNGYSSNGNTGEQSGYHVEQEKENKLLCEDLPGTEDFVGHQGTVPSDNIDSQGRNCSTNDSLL
USP2a block = USP2a (human) protease inhibition; O75604; USP2 core, Ub-CHOP2 coupled fluorogenic reporter, 485/531; Potency, µM (top dose mostly 38.3 µM), for the others: at the highest dose activity change, negative = inhibition, usual class: inhibitors; actives 0.01% (n = 330,000);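 also: potency is read from the fitted curve at half-maximal effect; plate controls were DMSO wells for no effect and full inhibition by NEM control for full effect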
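USP2 core (10nM final) preincubated 30min RT with compound in 20mM Tris-HCl pH 8.0, 2mM CaCl2, 2mM beta-mercaptoethanol, 0.05% CHAPS; 25nM Ub-CHOP2 plus 25nM reporter substrate added, fluorescence (Ex485/Em531) read after 60min.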
An asterisk follows results filed as active; ? = inconclusive; . = not tested or not shown; [ ] = remark or other dose. Unless noted, calls follow the shape of the dose curve; as a rule, active = well fitted curve in the direction sought with a large enough effect; inconclusive = small, poorly fitted or top-dose-only effect, or another doubt; inactive = no such curve, though single readings can be large; an effect the other way counts as inactive or inconclusive.

compound	uPA generation	Chronic BCR inh	TSG101-PTAP inh	TSHR antag	Mito fusion yeast	Eya2 phos inh	TCR activator	Tb PFK block	ELG1 DNA repair	B2AR arrestin	USP2a block
O=C(Nc1ccccc1Cl)c1cccc(NC(=O)C2CCCC2)c1	1.0%	2.6%	-1.8%	-7.8	14.3%	-9.9%	9.3%	0.0%	?	-3.0%	1.3%
COc1ccc(OC)c(N/C(=N/C(=S)Nc2ccccc2)Nc2nc(C)cc(C)n2)c1	0.0%	10.0%	-5.1%	4.2	0.1%	0.1%	6.3%	0.0%	?	-0.1%	-2.1%
CCC[C@@H](NS(=O)(=O)c1ccc(C)cc1)C(=O)Oc1ccc2c3c(c(=O)oc2c1)CCC3	-1.7%	?	-3.1%	-28.4	-8.8%	8.4%	6.1%[46.1 µM]	8.1%	2.4%	-0.4%	3.0%
O=C(CNC(=O)c1ccco1)N/N=C/c1ccc(O)c([N+](=O)[O-])c1	4.3%	?	-2.4%	-4.5	-4.2%	-14.4%	9.4%[46.1 µM]	17.0%	14.1%	0.0%	0.7%
Cc1nn(Cc2ccc([N+](=O)[O-])cc2)c(=O)n1-c1cccc(F)c1	-0.1%	4.6%	-7.5%	-7.5	-2.8%	4.8%	-1.6%	-9.8%	0.0%	-0.1%	0.6%
Cc1ccc(N(Cc2ccc([N+](=O)[O-])cc2)C(=O)c2ccco2)cc1C	1.8%	0.5%	-7.9%	2.1	?	-3.1%	2.9%[46.1 µM]	-4.2%	-7.9%	-0.6%	3.5%
CC(C)CN(C(=O)COc1ccc2ccc(=O)oc2c1)C1CCS(=O)(=O)C1 (configuration not stated)	1.3%	-6.1%	0.6%	13.7	3.3%	2.7%	6.0%	0.9%	16.4%	0.1%	4.4%
CC(C)(C)N(Cc1ccccc1)C(=O)COC(=O)C1=NN(c2ccccc2)C(=O)CC1	-1.9%	3.8%	-2.0%	-0.1	4.7%	7.6%	-2.5%	-7.9%	8.0%	-0.1%	0.0%
CCc1nn(CC(=O)NCCN2CCN(C)CC2)c(=O)c2cc3c(OC)cccc3n12	-12.6%	-1.9%	-0.2%	2.1	-0.4%	-4.4%	2.2%	1.9%	18.6%	0.2%	0.1%
CCn1nc(C)c(NC(=O)/C=C/c2cnn(C)c2C)c1C	.	5.7%	-5.2%	6.3	1.6%	-20.8%	1.9%	-0.9%	7.6%	6.4%	1.4%
CC(C)C(NC(=S)NCc1ccccc1)C(=O)O (configuration not stated)	2.9%	?	-9.7%	7.2	-5.1%	-24.3%	5.6%	-7.3%	9.2%	-0.1%	1.9%
CC1(C)NC(=O)N(CC(O)CN(c2ccccc2)S(=O)(=O)c2ccc([N+](=O)[O-])cc2)C1=O (configuration not stated)	14.4%	-2.8%	1.5%	-1.0	1.1%	18.3%	-2.1%	0.4%	0.8%	-0.1%	0.6%
N#Cc1cccc(OC(=O)c2ccc3c(=O)n4c(nc3c2)CCC4)c1	-8.5%	1.0%	-3.2%	-10.4	0.9%	9.4%	2.8%	-19.2%	10.0%	0.0%	1.4%
Cc1ccc(C(=O)Nc2c(C)cc(-c3ccccc3)oc2=O)cc1	6.8%	0.7%	4.8%	-2.6	-1.9%	14.2%	10.0%	-0.4%	3.6%	0.1%	0.6%
O=C(Nc1cnccc1C(F)(F)F)NC1CCCCC1	2.6%	-6.3%	-2.0%	-8.4	1.7%	6.6%	3.8%	1.0%	0.0%	-0.1%	-1.0%
CC(C)=C(C#N)c1nc2ccccc2s1	16.0%	-21.5%	-10.6%	1.0	-1.9%	-20.4%	-6.5%	1.2%	5.4%	-0.2%	1.4%
Cc1ccc(S(=O)(=O)NC2CCC(C(=O)O)CC2)cc1 (configuration not stated)	1.1%	-2.1%	-9.7%	11.5	6.2%	3.1%	-0.3%	2.2%	3.9%	-0.1%	4.9%
COc1cccc2cc(-c3cc(=O)oc4cc(C)c(O)cc34)oc12	7.9%	-2.4%	-11.3%	55.6	9.0%	12.5%	-0.2%	-18.5%	28.7%	-0.3%	-2.3%
O=C1COc2ccccc2N1Cc1c(F)cccc1Cl	-82.2%	?	-11.3%	-18.5	10.3%	-4.2%	-2.8%	12.0%	12.4%	0.1%	7.0%
CC(=O)c1cccc(NC(=S)NCCc2ccc(F)cc2)c1	.	-4.5%	-3.4%	-8.3	-4.4%	9.3%	3.6%	4.1%	?	-0.1%	0.4%
O=C(Nc1ccc2c(c1)OCO2)c1cccc(S(=O)(=O)N2CCCC2)c1	.	?	-3.0%	-6.3	-1.8%	2.5%	5.2%	-7.0%	-1.1%	-0.4%	-1.5%
CC(=O)c1c(C)[nH]c(C(=O)OCC(=O)Nc2ccc(Cl)cc2[N+](=O)[O-])c1C	-3.6%	?	-1.5%	-25.9	-3.1%	9.5%	5.5%[46.1 µM]	3.9%	3.66µM*	-0.2%	0.5%
Cc1ccc(Cl)cc1NC(=O)C1CCCN(S(=O)(=O)c2c(C)noc2C)C1 (configuration not stated)	-1.2%	5.6%	-5.3%	5.3	1.1%	-0.7%	2.0%	14.7%	?	0.0%	-3.2%
C=CCSc1ncc(C(=O)OCC)c(N)n1	-2.9%	8.9%	-0.9%	1.1	2.7%	2.0%	1.5%	-3.5%	?	-0.6%	1.2%
CC(C)C(c1nnnn1CC1CCCO1)N1CCN(Cc2ccc3c(c2)OCO3)CC1 (configuration not stated)	8.8%	5.5%	-0.7%	6.5	-7.5%	7.2%	-0.4%	-7.0%	0.9%	0.1%	3.5%
COc1ccc(-n2c(O)cnc2Nc2nc(C)cc(C)n2)cc1OC	7.9%	15.3%	-5.5%	47.2	0.8%	9.9%	.	-7.2%	2.4%	-0.4%	2.8%
COc1cc(C(=O)Nc2ccc(C(=O)NCC3CCCO3)cc2)cc(OC)c1OC (configuration not stated)	16.3%	1.0%	0.1%	-10.5	3.8%	8.3%	.	5.9%	11.6%	0.0%	1.0%
COc1cccc2c1OCC1COc3c(c(=O)n(C)c(=O)n3C)C21 (configuration not stated)	9.7%	?	-1.9%	-6.6	-7.9%	14.3%	-0.9%	-4.6%	8.5%	0.4%	4.8%
c1ccc2sc(N3CN(CCN4CCOCC4)CN(c4nc5ccccc5s4)C3)nc2c1	-1.6%	0.2%	-4.4%	1.9	1.9%	13.0%	.	-0.7%	17.4%	-0.2%	1.6%
Cn1cnnc1Sc1nc2c(c(=O)n(C)c(=O)n2C)n1Cc1ccccc1Cl	2.8%	9.2%	-2.1%	-4.9	-2.4%	8.4%	-2.1%[46.1 µM]	-5.6%	10.3%	-0.8%	2.0%
CC1(C)Cc2ccccc2-c2nnc(-c3ccccc3)n21	2.0%	14.5%	-4.3%	-19.4	-4.4%	-6.5%	-2.9%	-0.8%	-7.1%	-0.5%	-1.2%
CC(=O)Oc1ccc(-c2nc3ccccc3c(=O)o2)cc1	-19.6%	?	-2.6%	-12.1	-3.8%	10.6%	-5.9%	15.6%	7.5%	-0.2%	-1.4%
CCc1noc2c1/C(=N\O)CC(c1ccccc1)C2 (configuration not stated)	-1.2%	?	-15.8%	-24.5	7.7%	5.2%	0.2%	-3.9%	-4.0%	0.2%	-1.2%
Cc1nnc(NC(=O)CCC(=O)N2CCN(CCOc3cccc4ccccc34)CC2)s1	2.5%	?	-2.2%	-5.4	-1.2%	-22.0%	-1.3%	0.4%	-1.1%	-0.6%	2.9%
N/C(=N\OC(=O)CCCOc1ccccc1)c1ccc([N+](=O)[O-])cc1	-0.8%	-1.2%	-1.9%	8.2	0.8%	-22.5%	-3.0%	-0.1%	2.9%	0.0%	1.1%
CC1CCCCC12NC(=O)N(CC(=O)OCC(=O)NC(=O)c1ccccc1)C2=O (configuration not stated)	25.6%	-0.6%	2.3%	20.2	-5.3%	3.3%	1.5%	0.9%	-5.0%	0.1%	3.1%
